Xi reactivation: activators of X-chromosome reactivation in mouse fibroblasts; actives 0.055% (n = 360,000); XiGFP mouse fibroblasts, % GFP-positive cells imaging, 3 d; cells co-treated with 5-aza-dC sensitizer; scaled so ellipticine positive control = 100%; activation, % at 7.58 µM;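 active = mean normalized replicate activation at least 10% and every replicate at or above 10%; inconclusive = only one of the two criteria met; inactive = mean below 10% and not all replicates reach 10%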;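 note: 0% = median of on-plate neutral control wells and 100% = ellipticine 6 µM median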
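Material: XiGFP fibroblasts, SV40-immortalized; Buffer or medium: DMEM containing 5-aza-dC; Compound dosing: single point; Times: 3 days compound exposure.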
* = called active by the depositor; ? = inconclusive. The list is partial; rates above refer to the full screens.

SMILES | Xi reactivation
O=C(CSc1n[nH]c(=O)[nH]c1=O)N/N=C/c1ccccc1O | 0.0
CC(=O)N1C[C@@H]2C(c3ccccc3)[C@@H](C1)N2CC(F)(F)F (some centres undefined) | 0.3
Cc1sc2nc(CSCC(=O)Nc3c(Cl)cccc3Cl)[nH]c(=O)c2c1C | 0.3
O=C(/C=C(/c1ccc(Cl)cc1)n1cncn1)c1ccccc1 | 0.0
COc1ccc2c3c([nH]c2c1)[C@H](CO)NCC31CCN(C(=O)Cc2ccncc2)CC1 | 0.0
Cc1ccc(NC(=O)C[C@H]2CC[C@H]3[C@@H](COc4ccc(NC(=O)c5ccc(F)cc5)cc4C(=O)N3C)O2)cc1 | 0.0
CCc1ccccc1NC(=S)N=Nc1c(O)n(C)c2ccc(S(=O)(=O)N3CCOCC3)cc12 | 0.4
O=C(CSc1nc2ccc([N+](=O)[O-])cc2[nH]1)NC1CCCC1 | 0.0
CC(=O)Oc1c(C(=O)c2nnc(C)o2)c(=O)n(C)c2ccccc12 | 0.0
CCOc1ccc(NC(=S)NN(C)C(=S)Nc2ccc(OCC)cc2)cc1 | 0.5
CCCn1c(SC(C(=O)Nc2cc(C)ccc2OC)c2ccccc2)nc2ccccc2c1=O (centres undefined) | 0.0
CNC(=S)N/N=C/c1cc(Br)cc(Br)c1O | 0.3
O=C1N[C@H](Cc2ccccc2)COCc2cn(nn2)CC[C@@H]1Cc1ccc(Cl)cc1 | 0.1
O=C(CCCOc1ccccc1)NC1CCCc2ccccc21 (centres undefined) | 0.4
C[C@H]1COCn2nncc2CCCC(=O)N1 | 0.0
O=C(Cc1cccnc1)N1CC(=O)N2[C@H](C1)[C@@H](c1ccc(-c3cccc(F)c3)cc1)[C@@H]2CO | 0.5
Nc1nc(NCCCN2CCOCC2)nc(Nc2ccc(F)cc2)c1[N+](=O)[O-] | 0.0
CC[C@H]1CC=CC[C@@H](C)Oc2ccccc2C(=O)N(C)[C@H](C)C(=O)N1 (mixture of isomers) | 0.4
COc1ccc([C@@H]2CC=CC[C@H](C)Oc3ccccc3C(=O)N(C)[C@@H](Cc3ccccc3)C(=O)N2)c(OC)c1 (mixture of isomers) | 0.2
CCC(=O)N1CC[C@@H]2[C@@H](CO)Nc3ccc(C#Cc4cccc(OC)c4)cc3[C@@H]21 | 0.0

Shown with tabs: part of the list above
Compound	Xi reactivation
CC(=O)Oc1c(C(=O)c2nnc(C)o2)c(=O)n(C)c2ccccc12	0.0
CCOc1ccc(NC(=S)NN(C)C(=S)Nc2ccc(OCC)cc2)cc1	0.5
CCCn1c(SC(C(=O)Nc2cc(C)ccc2OC)c2ccccc2)nc2ccccc2c1=O (centres undefined)	0.0
CNC(=S)N/N=C/c1cc(Br)cc(Br)c1O	0.3

The main list resumes, starting 5 compounds before the break.
SMILES | Xi reactivation
O=C(Cc1cccnc1)N1CC(=O)N2[C@H](C1)[C@@H](c1ccc(-c3cccc(F)c3)cc1)[C@@H]2CO | 0.5
Nc1nc(NCCCN2CCOCC2)nc(Nc2ccc(F)cc2)c1[N+](=O)[O-] | 0.0
CC[C@H]1CC=CC[C@@H](C)Oc2ccccc2C(=O)N(C)[C@H](C)C(=O)N1 (mixture of isomers) | 0.4
COc1ccc([C@@H]2CC=CC[C@H](C)Oc3ccccc3C(=O)N(C)[C@@H](Cc3ccccc3)C(=O)N2)c(OC)c1 (mixture of isomers) | 0.2
CCC(=O)N1CC[C@@H]2[C@@H](CO)Nc3ccc(C#Cc4cccc(OC)c4)cc3[C@@H]21 | 0.0
Cc1csc(NC(=O)c2ccc(C)c([N+](=O)[O-])c2)n1 | 0.0
COc1ccc(C)cc1S(=O)(=O)N1CCC(C(=O)N2CCN(C)CC2)CC1 | 0.0
Cc1ccccc1CN1CCc2c(OCC(=O)N3CCCc4ccccc43)cccc2C1=O | 0.1
Cc1ccccc1Cn1nc(C)c(NC(=O)C2(C)CC2(Cl)Cl)c1C (centres undefined) | 0.0
COc1ccc2c3c(n(C)c2c1)[C@@H](CO)NCC31CN(Cc2ccncc2)C1 | 0.4
COc1ccc2c3c(n(C)c2c1)[C@H](CO)N(Cc1nccs1)CC31CCN(C(=O)CC2CC2)CC1 | 0.2
Cc1ccc2c(Cn3cc(C(F)(F)F)cc(Cl)c3=O)cc(=O)oc2c1 | 0.0
CCOC(=O)C(NC(C)=O)C(=O)Nc1ccc(C(C)C)cc1 (centres undefined) | 0.0
COC(=O)c1[nH]c2ccc(Cl)cc2c1NC(=O)c1ccccc1[N+](=O)[O-] | 0.0
Cc1ccc(C(=O)N/C(=C\c2cccs2)C(=O)NCCCn2ccnc2)cc1 | 0.0
COc1ccc(C[C@@H]2CCn3nncc3COC[C@@H](c3ccccc3)NC2=O)cc1 | 0.0
CCc1ccc(NS(=O)(=O)c2ccc3[nH]cc(C(=O)N4CCc5ccccc54)c(=O)c3c2)cc1 | ?
CCS(=O)(=O)N1CC(=O)N2[C@H](C1)[C@@H](c1ccc(C#Cc3ccc(F)cc3)cc1)[C@@H]2CO | 0.5
CCOC(=O)CSC(=S)NC(=O)c1ccc(OC)cc1 | 0.0
CCC(=O)Nc1ccc(C(=O)NNC(=O)COc2cc(C)ccc2C)cc1 | -0.2
Clc1ncnc2scc(-c3ccc(Br)cc3)c12 | 0.1
CCN(CC)c1ccc(C(=O)NC(=S)Nc2cc(S(=O)(=O)N3CCOCC3)ccc2-n2cncn2)cc1 | -0.1
c1ccc(Oc2cccc(OCCCCN3CCCC3)c2)cc1 | 0.1
Cc1cccc(N2C(=O)/C(=C\c3ccc(OC(F)F)cc3)c3ccccc3C2=O)c1 | -0.1
CCCCOC(=O)c1ccc(NC(=O)c2c(Cl)ccc(Cl)c2OC)cc1 | -0.2
CCOC(=O)c1cc(-c2cccc(C(F)(F)F)c2)nc2nc(SC)[nH]c(=O)c12 | 0.1
Cc1ccc(C(=O)Oc2coc(CSc3nnc(NC(=O)c4cccs4)s3)cc2=O)cc1C | 0.6
CCOC(=O)c1c(C)nc(SC)c(C#N)c1-c1ccccc1 | -0.1
COc1ccc(C2c3ccc4ccccc4c3Oc3ncn4nc(Cc5ccccc5)nc4c32)cc1OC (centres undefined) | 0.3
O=C(CCc1nnc(CCCc2ccccc2)o1)NC(C1CC1)C1CC1 | 0.0
CC(=O)Nc1ccc(CN2CCc3c([nH]c4ccccc34)C2c2ccccn2)cc1 (centres undefined) | 0.0
O=C(CN1C(=O)CSCC1=O)Nc1ccc2c(c1)OCO2 | 0.0
O=C(C[C@@H]1C[C@@H]2c3cc(NC(=O)NC4CCCC4)ccc3O[C@@H]2[C@H](CO)O1)NCc1ccc(Cl)cc1 | 0.2
COc1ccc2c3c(n(C)c2c1)[C@H](CO)N(C(=O)Nc1ccc(F)cc1)CC31CN(S(=O)(=O)c2cn(C)cn2)C1 | 0.1
C[C@H](CO)N1C[C@H](C)[C@@H](CN(C)C(=O)CCN(C)C)OCc2ccccc2-c2ccccc2C1=O | -0.4
Cc1ccc(S(=O)(=O)N(C(=O)c2ccco2)c2cc3sc(=O)oc3c3ccccc23)cc1 | 0.3
O=C(CSc1nc2ccccc2s1)Nc1ccc2c(c1)oc1ccccc12 | -0.1
CC(=O)NCC(=O)OCc1ccc([N+](=O)[O-])cc1 | -0.1
C[C@@H]1COCn2nncc2CC[C@H](Cc2cccc(Cl)c2)C(=O)N1 | 0.0
COc1ccccc1N1CCN(C(=O)/C=C/c2ccc(C)cc2)CC1 | -0.1
O=C(c1ccncc1)N1CC(=O)N2[C@@H](CO)[C@@H](c3ccc(C#CCC4CCCC4)cc3)[C@@H]2C1 | 0.4
CCN1C(=O)C(C)S/C1=N\S(=O)(=O)c1ccc(F)cc1 (centres undefined) | 0.0
CCN1CCN(c2nc(Nc3ccc(C)c(C)c3)nc(N)c2[N+](=O)[O-])CC1 | 0.0
Cc1ccc(N(C(=O)c2ccc(S(=O)(=O)N(C)C)cc2)C2C=CS(=O)(=O)C2)cc1 (centres undefined) | 0.0
C=CCC(NCc1ccccc1)c1ccccc1 (centres undefined) | -0.1

Reprinted at random: 2 entries already listed, in no set order.
SMILES | Xi reactivation
O=C(CSc1nc2ccccc2s1)Nc1ccc2c(c1)oc1ccccc12 | -0.1
CCOC(=O)c1cc(-c2cccc(C(F)(F)F)c2)nc2nc(SC)[nH]c(=O)c12 | 0.1

The list goes on:
SMILES | Xi reactivation
Cc1cc(C)c2c(N)c(C(=O)c3ccc(Cl)cc3Cl)sc2n1 | 0.0
CS(=O)(=O)N(Cc1ccc(C(=O)NN=C2CCCC2)cc1)c1ccccc1 | 0.0
CCOc1cc(C(=S)N2CCOCC2)ccc1OS(=O)(=O)c1ccccc1[N+](=O)[O-] | 0.1
O=[N+]([O-])c1ccc2c(c1)ncn2-c1ccccc1 | 0.0
C[C@H]1CN(C)C(=O)Cc2cc(NS(C)(=O)=O)ccc2O[C@H]1CN(C)S(C)(=O)=O | 0.0
CC(=O)c1ccc(OCCn2cnc3ccccc32)cc1 | -0.1
O=C(NCc1ccco1)c1cccc(NS(=O)(=O)c2cccc(F)c2)c1 | 0.4
COc1ccc(Nc2nc3c(C)cccc3cc2C#N)c(OC)c1 | 0.0
O=C(c1cccc(F)c1)N1CC(=O)N2[C@H](C1)[C@H](c1ccc(-c3ccccc3)cc1)[C@@H]2CO | 0.5
Cc1ccc(-n2nc3ccc(NC(=O)c4cccc([N+](=O)[O-])c4C)cc3n2)cc1 | 0.1
CCc1cccc(CC)c1NC(=O)CO/N=C(\C)c1cccs1 | -0.1
O=c1[nH]c(-c2ccccn2)cc2ccccc12 | -0.1
CC(OC(=O)c1ccc2c(c1)C(=O)N(Cc1ccncc1)C2=O)C(=O)Nc1cccc(Cl)c1Cl (centres undefined) | -0.1
COc1ccc(Br)cc1/C=N/NC(=O)c1cc(OC)c(OC)c(OC)c1 | 0.5
CN(C)S(=O)(=O)c1cc(NC(=O)COC(=O)c2ccc3c(c2)OCO3)ccc1Cl | 0.3
O=C(CSc1nc2ccccc2s1)Nc1ccc(Cl)c(S(=O)(=O)N2CCOCC2)c1 | -0.1
Cc1ccc(Cn2c(/C=C/c3ccco3)nc3ccccc32)cc1 | 0.0
CCOc1ccc(N2C(=O)S/C(=C\c3cccn3C)C2=O)cc1 | 0.1
O=C(NCCc1ccccn1)c1cc(-c2ccccc2Cl)nc2ccccc12 | 0.1
CC(C)[C@H]1C(=O)N[C@H](c2cccc(Cl)c2)CC=CC[C@@H](C)Oc2ccccc2C(=O)N1C (mixture of isomers) | 0.3
O=C(c1ccc([N+](=O)[O-])cc1)N1CCN(Cc2ccccc2[N+](=O)[O-])CC1 | 0.0
Cn1cccc1/C=N\NC(=O)Cc1ccc(Br)c2ccccc12 | 0.0
Cc1ccc2nc(SCC(=O)NNC(=O)c3ccccc3)[nH]c2c1 | 0.3
CCNc1c(NC(C)=O)c(=O)oc2ccccc12 | 0.0
COc1ccccc1OCCN1CSC(=S)N(C)C1 | 0.0
CC(C)NC(=O)N(C)C[C@@H]1Oc2ncc(-c3cccc(C#N)c3)cc2C(=O)N([C@@H](C)CO)C[C@@H]1C | 0.3
NS(=O)(=O)c1ccc(NC(=S)NCc2ccccc2Cl)cc1 | 0.3
COC(=O)c1sccc1NC(=S)N1CCN(c2ccccc2F)CC1 | 0.0
Nc1ccc(C(=O)OCC(=O)Nc2ccc3c(c2)OCO3)cc1[N+](=O)[O-] | 0.4
CC1=CSC2=NC(=O)/C(=C/c3cccc(OC(=O)c4ccco4)c3)C(=N)N12 | 0.0
COc1cc(/C=C2\SC(N)=NC2=O)ccc1OCC(=O)Nc1ccc(C)cc1 | 0.0
COc1cccc(NC(=O)C[C@H]2CC[C@H]3[C@@H](COc4ccc(NC(=O)C5CCC5)cc4C(=O)N3C)O2)c1 | 0.0
Cc1ccc(CSc2nnc(SCC(=O)N/N=C/C=C/c3ccco3)s2)cc1 | 0.0
O=C(c1ccccc1)N1CCN(C(=O)c2ccc([N+](=O)[O-])cc2)CC1 | 0.3
CCN(CC)S(=O)(=O)c1ccc(C(=O)NNc2nc(-c3ccccc3)c3cc(Br)ccc3n2)cc1 | 0.0
CCOc1ccc(Cn2ccnc2)cc1[N+](=O)[O-] | -0.2
CCCCN(C(=O)CSc1nnc(-c2ccc(OC)cc2)n1CC)c1c(N)n(Cc2ccccc2)c(=O)[nH]c1=O | 0.2
CCn1c(SCC(=O)N/N=C/c2ccc(C)s2)nc2ccccc21 | 0.3
Cc1ccc(C(=O)N/C(=C/c2ccco2)C(=O)OCN2C(=O)c3ccccc3C2=O)cc1 | -0.1
CCNC(=S)N(Cc1ccco1)Cc1cc2cc3c(cc2[nH]c1=O)OCCO3 | -0.1

Taken from above:
Xi reactivation with `Cc1ccc(C(=O)N/C(=C/c2ccco2)C(=O)OCN2C(=O)c3ccccc3C2=O)cc1` : -0.1
Xi reactivation with `CCCCN(C(=O)CSc1nnc(-c2ccc(OC)cc2)n1CC)c1c(N)n(Cc2ccccc2)c(=O)[nH]c1=O` : 0.2
Xi reactivation with `COC(=O)c1sccc1NC(=S)N1CCN(c2ccccc2F)CC1` : 0.0
Xi reactivation with `COc1ccccc1OCCN1CSC(=S)N(C)C1` : 0.0
Xi reactivation with `CCn1c(SCC(=O)N/N=C/c2ccc(C)s2)nc2ccccc21` : 0.3

(continued)
SMILES | Xi reactivation
Cc1ccc(Cn2cc(S(=O)(=O)c3ccc(C(C)C)cc3)c(=O)c3cc4c(cc32)OCO4)cc1 | -0.1
CC(C)NC(=O)N(C)C[C@@H]1Oc2ncccc2C(=O)N(C)C[C@@H]1C | 0.3
Cc1cc(C)c(S(=O)(=O)n2ccc3ccccc32)c(C)c1 | 0.3
Cc1ccc(NC(=O)COC(=O)CCC(=O)c2ccc(C(C)(C)C)cc2)c([N+](=O)[O-])c1 | 0.0
CC(C)NC(=O)Nc1cccc2c1O[C@@H](CN(C)C(=O)NC(C)C)[C@@H](C)CN(C)C2=O | -0.1

High-throughput results as filed in PubChem.
